Screens as filed in PubChem BioAssay.
ALDH1A1 block: qHTS Assay for Inhibitors of Aldehyde Dehydrogenase 1 (ALDH1A1); Aldehyde dehydrogenase 1A1 (Homo sapiens), P00352; Purified ALDH1A1, NADH fluorescence, propionaldehyde substrate; Potency, µM (top dose mostly 75.3 µM), for inactives: at the top dose activity, negative = inhibition, actives largely listed as inhibitors; hit rate 7.3% among 220,000; active = well fitted inhibition curve with a large enough effect, not every such curve was filed as active; inconclusive = small, poorly fitted or top-dose-only effect, or another doubt; inactive = no such curve, though single readings can be large or run the other way;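 note: plate controls were no enzyme wells and a reference inhibitor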
Target sequence (P00352 whole entry, looked up): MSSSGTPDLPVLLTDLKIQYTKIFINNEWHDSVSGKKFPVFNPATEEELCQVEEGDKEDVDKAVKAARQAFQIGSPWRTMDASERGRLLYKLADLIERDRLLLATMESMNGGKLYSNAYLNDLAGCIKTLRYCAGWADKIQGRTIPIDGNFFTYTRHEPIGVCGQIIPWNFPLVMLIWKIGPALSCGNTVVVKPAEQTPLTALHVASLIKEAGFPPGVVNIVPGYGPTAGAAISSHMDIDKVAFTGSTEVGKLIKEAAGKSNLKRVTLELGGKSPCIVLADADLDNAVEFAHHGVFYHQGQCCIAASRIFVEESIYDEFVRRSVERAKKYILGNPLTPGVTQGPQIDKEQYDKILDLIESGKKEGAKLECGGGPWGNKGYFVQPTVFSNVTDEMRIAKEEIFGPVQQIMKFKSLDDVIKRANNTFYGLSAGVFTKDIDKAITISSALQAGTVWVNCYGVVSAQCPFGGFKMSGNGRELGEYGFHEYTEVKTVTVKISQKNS
GAA inh: qHTS Assay for Inhibitors of Human alpha-Glucosidase as a Potential Chaperone Treatment of Pompe Disease; Lysosomal alpha-glucosidase (Homo sapiens), P10253; purified human GAA, 4-MU-alpha-glucoside fluorescence; Potency, µM (doses to about 76.9 µM), without a hit: at the highest dose activity change, negative = inhibition, usual class: inhibitors; hit rate 0.005% among 200,000; AID 1466, 2008;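 note: plate controls were uninhibited enzyme wells for no effect and no-enzyme background for full effect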
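AC50 values come from Hill fits of compound titrations (up to 77 uM) against 4 nM human enzyme. Substrate 4-methylumbelliferyl-alpha-D-pyranoside at 400 uM, pH 5.0 citrate buffer, 20 min room temperature; fluorescence Ex 365/Em 440 after alkaline stop.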
GAA glycogen: qHTS Assay for Inhibitors and Activators of Human alpha-Glucosidase Cleavage of Glycogen; Potency, µM (titrated, usually from 76.4 µM), for inactives: at the top dose activity change, negative = inhibition, actives largely listed as inhibitors; hit rate 0.38% among 300,000; Lysosomal alpha-glucosidase (Homo sapiens), P10253; recombinant GAA, glycogen substrate, Amplex Red glucose oxidase fluorescence; AID 2100, 2009;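 note: 0% = full enzyme reaction and -100% = no-enzyme basal signal; the screen sought inhibitors and activators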
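Natural-substrate format: glycogen cleavage by 4 nM human enzyme, glucose read by Amplex Red coupling (Ex 573, Em 610 nm). Normalized to enzyme and no-enzyme controls.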
GLA spleen mod: qHTS Assay for Inhibitors and Activators of Human alpha-Galactosidase From Spleen Homogenate; human spleen homogenate, 4MU-alpha-Gal fluorescence, 40 min; hit rate 0.008% among 240,000; Alpha-galactosidase A (Homo sapiens), P06280; Potency, µM (doses to about 80 µM), inactives show top-dose activity change, negative = inhibition, actives largely listed as inhibitors;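 note: 0% = enzyme with vehicle and -100% = no enzyme basal signal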
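Fluorogenic readout (Ex 365/Em 440 nm) of 4-methylumbelliferone released from 1 mM 4-MU-alpha-galactoside by spleen homogenate, 40 min at 37C, pH 5.0. Data normalized to no-enzyme and enzyme controls; Hill-equation AC50 from compound titrations.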
GAA spleen mod: qHTS Assay for Inhibitors and Activators of Human alpha-Glucosidase From Spleen Homogenate. human spleen homogenate, 4-MU-alpha-glucoside fluorescence. Potency, µM (doses to about 79.9 µM), for the others: at the highest dose activity change, negative = inhibition, most hits filed as inhibitors. hit rate 0.006% among 240,000;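 note: 0% = enzyme with vehicle and -100% = no enzyme basal signal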
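Human spleen homogenate (1 ug) with 4-methylumbelliferyl-alpha-D-glucopyranoside (1 mM final) in 50 mM citrate/phosphate pH 5.0, 0.01% Tween-20; 40 min at 37 C. Stopped at pH 10; 4-MU fluorescence Ex 365/Em 440 nm; AC50 by Hill fit.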
RGS12 GoLoco inh: qHTS Assay for Inhibitors of RGS12 GoLoco Motif Activity (Red Fluorophore) | Guanine nucleotide-binding protein G(i) subunit alpha-1 (Homo sapiens), P63096 | Gai1:RGS12 GoLoco peptide FP, rhodamine, 10 min | Potency, µM (series often up to 61.6 µM), inactives show at the highest dose activity, negative = inhibition, usual class: inhibitors | hit rate 0.44% among 230,000 | AID 880, 2007; active = well fitted inhibition curve with a large enough effect, not every such curve was filed as active; inactive = no such curve, though single readings can be large or run the other way; note: % is set by controls: 0 for no effect and ±100 for the full control effect; nearly all actives have a fitted effect of over 30% in size; many of its hits are not listed in these tables
SMN2 splice up: qHTS Assay for Enhancers of SMN2 Splice Variant Expression | HEK293 SMN2-luciferase splicing reporter, luminescence, 30-36 h | hit rate 2.8% among 210,000 | Potency, µM (titrated, usually from 46.1 µM), for the others: at the top dose activity change, positive = activation, actives largely listed as activators | AID 1458, 2008; note: % of control where 0% means no effect; nearly all actives have a fitted effect of over 55% in size
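HEK293 cells carry an SMN2 […]–luciferase reporter in which exon 7 inclusion puts luciferase in frame. Cells were plated 10-12 h before compound addition, then incubated 30-36 h at 37C. ONE-Glo luminescence was read; sodium butyrate at 4.5 mM final served as control.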
KDM4E inh: qHTS Assay for Inhibitors of Human Jumonji Domain Containing 2E (JMJD2E). JMJD2E catalytic domain, FDH-coupled NADH fluorescence (FDH is formaldehyde dehydrogenase). AID 2147, 2009. Lysine-specific demethylase 4E (Homo sapiens), B2RXH2. hit rate 1.6% among 230,000. Potency, µM (doses to about 57.1 µM), for inactives: at the top dose activity change, negative = inhibition, actives largely listed as inhibitors; active = well fitted inhibition curve with a large enough effect, not every such curve was filed as active; inconclusive = small, poorly fitted or top-dose-only effect, or another doubt; inactive = no such curve, though single readings can be large or run the other way;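 note: 0% = wells with enzyme and -100% = buffer wells without enzyme; nearly all actives have a fitted effect of over 50% in size; many of its hits are not listed in these tables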
Target sequence (B2RXH2 1-337 limits assumed): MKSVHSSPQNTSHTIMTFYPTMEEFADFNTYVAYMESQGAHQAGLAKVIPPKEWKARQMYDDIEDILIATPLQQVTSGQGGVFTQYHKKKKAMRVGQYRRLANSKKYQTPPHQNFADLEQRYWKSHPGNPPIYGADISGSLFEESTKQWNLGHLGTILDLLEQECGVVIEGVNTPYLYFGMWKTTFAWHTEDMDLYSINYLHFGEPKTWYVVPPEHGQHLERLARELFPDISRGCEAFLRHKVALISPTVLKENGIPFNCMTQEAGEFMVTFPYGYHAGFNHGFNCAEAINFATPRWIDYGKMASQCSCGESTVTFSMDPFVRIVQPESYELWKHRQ
Starred values were filed as active, the others as inactive; [ ] = another dose, or the depositor's remark. Unless noted, calls come from the whole dose curve; as a rule, active = well fitted curve in the direction sought with a large enough effect; inconclusive = small, poorly fitted or top-dose-only effect, or another doubt; inactive = no such curve, though single readings can be large; an effect the other way counts as inactive or inconclusive. Potency is the fitted concentration of half-maximal effect. This is a subset (hit frequency here may not be typical).

`CC(=O)Nc1ccc(NC(C)=O)s1` gave ALDH1A1 block 6%, GAA inh 2%, GAA glycogen 8.9µM*, GLA spleen mod 4%, GAA spleen mod -8%, RGS12 GoLoco inh -2%, SMN2 splice up 13% and KDM4E inh 8%.
For c1ccc(-c2csc(=Nc3cccnc3)n2CC2CCCO2)cc1 (stereo not given) the results were ALDH1A1 block inconclusive, GAA inh -11%, GAA glycogen 14%, GLA spleen mod -10%, GAA spleen mod -11%, RGS12 GoLoco inh 4%, SMN2 splice up -56%[inhibitor] and KDM4E inh 1%.
For COc1ccc(C)cc1NC(=O)C(NCC1CCCO1)c1ccccc1 (stereo not given) the results were ALDH1A1 block 18µM*, GAA inh -12%, GAA glycogen 6%, GLA spleen mod 2%, GAA spleen mod 2%, RGS12 GoLoco inh 5%, SMN2 splice up -21% and KDM4E inh 3%.
Cc1cc(C)n(-c2ccc(C(=O)Nc3ccc4c(c3)OCO4)cc2)n1 was read as ALDH1A1 block -11%, GAA inh -9%, GAA glycogen inconclusive, GLA spleen mod 6%, GAA spleen mod -2%, RGS12 GoLoco inh 5%, SMN2 splice up inconclusive and KDM4E inh -6%.
Screening Cc1ccc(OCC(=O)NNC(=O)c2cc3ccccc3o2)cc1 returned ALDH1A1 block 12%, GAA inh -2%, GAA glycogen 1%, GLA spleen mod 0%, GAA spleen mod 4%, RGS12 GoLoco inh 148%[activator], SMN2 splice up 9% and KDM4E inh 7%.
Screening CC(=O)c1ccc(-c2cccc(-c3cc(=O)oc4ccc(C(C)(C)C)cc34)c2)cc1 returned ALDH1A1 block 6%, GLA spleen mod -1%, GAA spleen mod 3% and RGS12 GoLoco inh 6%.
`O=C(NCc1ccc2c(c1)OCO2)c1ccc(CSCc2ccc(Cl)cc2)o1` gave ALDH1A1 block 3%, GAA inh -1%, GAA glycogen -7%, GLA spleen mod 4%, GAA spleen mod -6%, RGS12 GoLoco inh 1%, SMN2 splice up -36%[inhibitor] and KDM4E inh -16%.
For CCn1c2ccccc2c2cc(NC(=O)CSc3nnc(-c4ccccc4)o3)ccc21 the results were ALDH1A1 block inconclusive, GAA inh 0%, GAA glycogen 1%, GLA spleen mod 7%, GAA spleen mod 0%, RGS12 GoLoco inh 9%, SMN2 splice up -2% and KDM4E inh -14%.
For CC1CCCCC1NC(=O)Cn1ncc2ccccc21 (stereo not given) the results were ALDH1A1 block 6%, GAA inh -1%, GAA glycogen 0%, GLA spleen mod 0%, GAA spleen mod -2%, RGS12 GoLoco inh -2%, SMN2 splice up 3% and KDM4E inh -3%.
`Cc1ccnc2nc(C(=O)Nc3nc4ccccc4s3)nn12` gave GAA glycogen 9%, GLA spleen mod -4%, GAA spleen mod -4%, RGS12 GoLoco inh 5% and KDM4E inh 2%.
For COc1ccccc1NC(=S)NCCc1ccc(S(N)(=O)=O)cc1 the results were ALDH1A1 block inconclusive, GAA inh 11%, GAA glycogen inconclusive, GLA spleen mod -18%, GAA spleen mod -2%, RGS12 GoLoco inh 4%, SMN2 splice up -25% and KDM4E inh -5%.
`O=C(Nc1cc(C(F)(F)F)ccc1Cl)C(Sc1n[nH]c(=O)[nH]c1=O)c1ccccc1` (stereo not given) gave GAA glycogen -6%, GLA spleen mod -4%, GAA spleen mod -2%, RGS12 GoLoco inh -2% and KDM4E inh 8%.
`O=C(N/C(=C/c1ccc(Br)cc1)c1nc2ccccc2[nH]1)c1ccco1` gave ALDH1A1 block inconclusive, GAA inh 1%, GAA glycogen 7%, GLA spleen mod 12%, GAA spleen mod -16%, RGS12 GoLoco inh -1%, SMN2 splice up inconclusive and KDM4E inh inconclusive.
Nc1nc(-c2cccc(NS(=O)(=O)c3ccccc3)c2)cs1 was read as ALDH1A1 block 7.9µM*, GAA inh 1%, GAA glycogen -15%, GLA spleen mod -5%, GAA spleen mod -4%, RGS12 GoLoco inh -27%, SMN2 splice up -22% and KDM4E inh -3%.
`CCc1nnc(NCC(=O)N2CCc3ccccc32)s1` gave ALDH1A1 block 25µM*, GAA inh -5%, GAA glycogen -9%, GLA spleen mod 2%, GAA spleen mod -1%, RGS12 GoLoco inh -1%, SMN2 splice up -5% and KDM4E inh 0%.
CCNC(=O)c1ccccc1-c1nc(-c2ccccc2OC)no1 was read as GAA glycogen 3%, GLA spleen mod -3%, GAA spleen mod -4%, RGS12 GoLoco inh 2% and KDM4E inh 2%.
`CC1CCc2c(nc3ncnn3c2N2CCN(c3ccccc3F)CC2)C1` (stereo not given) gave ALDH1A1 block 5%, GAA inh -3%, GAA glycogen 1%, GLA spleen mod inconclusive, GAA spleen mod -5%, RGS12 GoLoco inh 3%, SMN2 splice up 9% and KDM4E inh 3%.
Screening CCN(CC)CCN1C(=O)C(=O)/C(=C(/O)c2ccc(C)cc2)C1c1cccnc1 (stereo not given) returned GAA glycogen 1%, GLA spleen mod -3%, GAA spleen mod 4%, RGS12 GoLoco inh -3% and KDM4E inh inconclusive.
For COc1cc(C(Nc2ccccn2)c2ccc3ccc(C)nc3c2O)cc(OC)c1O (stereo not given) the results were ALDH1A1 block -2%, GAA inh 3%, GAA glycogen 18µM*, GLA spleen mod -1%, GAA spleen mod 1%, RGS12 GoLoco inh -26%, SMN2 splice up -1% and KDM4E inh 22µM*.
Fc1ccc(Cn2nnnc2CN2CCN(C3CCCCC3)CC2)cc1 was read as ALDH1A1 block 5%, GAA inh -9%, GAA glycogen 7%, GLA spleen mod -12%, GAA spleen mod -8%, RGS12 GoLoco inh 5%, SMN2 splice up -7% and KDM4E inh -4%.
For CSc1cccc(NC(=O)CCNC(=O)c2ccco2)c1 the results were ALDH1A1 block 1%, GAA inh 2%, GAA glycogen 0%, GLA spleen mod 2%, GAA spleen mod 3%, RGS12 GoLoco inh 4%, SMN2 splice up -12% and KDM4E inh 10%.
For COc1cc(C(=O)OCC(=O)N2CCCCC2C)ccc1OCc1c(C)noc1C (stereo not given) the results were ALDH1A1 block inconclusive, GAA inh 1%, GAA glycogen 7%, GLA spleen mod 2%, GAA spleen mod -5%, RGS12 GoLoco inh 1%, SMN2 splice up -16% and KDM4E inh -6%.
Screening COc1cccc(Cn2c(=O)c(-c3cccs3)nc3cnc(Nc4ccccc4)nc32)c1 returned ALDH1A1 block 9%, GLA spleen mod -6%, GAA spleen mod 1%, RGS12 GoLoco inh 35%[activator] and SMN2 splice up 4%.
For O=C(Nc1ccccn1)c1csc2c1CCCC2 the results were ALDH1A1 block -5%, GAA inh -3%, GAA glycogen 13%, GLA spleen mod -9%, GAA spleen mod -6%, RGS12 GoLoco inh 0%, SMN2 splice up 13µM* and KDM4E inh -2%.
For Cc1cc(NC(=O)c2c(-c3c(F)cccc3Cl)noc2C)no1 the results were GAA glycogen 8%, GLA spleen mod -5%, GAA spleen mod 3%, RGS12 GoLoco inh 4% and KDM4E inh 3%.
`CC(C)CC(C(=O)NC(C)(C)C)N(Cc1cccs1)C(=O)c1snc(C(N)=O)c1N` (stereo not given) gave ALDH1A1 block inconclusive, GAA inh inconclusive, GAA glycogen -10%, GLA spleen mod -20%, GAA spleen mod -24%, RGS12 GoLoco inh 5%, SMN2 splice up 4% and KDM4E inh inconclusive.
C=CCn1c(SCC)nc2sc3c(c2c1=O)CCc1ccccc1-3 was read as ALDH1A1 block 14%, GAA inh 0%, GAA glycogen 0%, GLA spleen mod 2%, GAA spleen mod 3%, RGS12 GoLoco inh 2%, SMN2 splice up -15% and KDM4E inh 1%.
Screening CC(NC(=O)/C(=C/c1cccc([N+](=O)[O-])c1)NC(=O)c1ccco1)C(=O)O (stereo not given) returned ALDH1A1 block 0%, GAA inh -4%, GAA glycogen 1%, GLA spleen mod 0%, GAA spleen mod -7%, RGS12 GoLoco inh -7%, SMN2 splice up -7% and KDM4E inh 5%.
COc1ccc(O)c(/C=N/NC(=O)c2c(C)nnn2-c2nonc2N)c1 was read as ALDH1A1 block 3%, GAA inh -1%, GAA glycogen 3%, GLA spleen mod 7%, GAA spleen mod 3%, RGS12 GoLoco inh 85%[activator], SMN2 splice up -11% and KDM4E inh inconclusive.
NS(=O)(=O)c1cc(C(=O)OCC(=O)c2ccc3c(c2)OCCO3)ccc1Cl was read as ALDH1A1 block 7%, GAA inh 5%, GAA glycogen 2%, GLA spleen mod 13%, GAA spleen mod 3%, RGS12 GoLoco inh 15%, SMN2 splice up -1% and KDM4E inh 14%.
Screening CC(=O)c1c(C)[nH]c(C(=O)NCCN2CCC(C)CC2)c1C returned ALDH1A1 block 10%, GAA inh 3%, GAA glycogen -21%, GLA spleen mod 11%, GAA spleen mod -15%, RGS12 GoLoco inh -5%, SMN2 splice up 0% and KDM4E inh 2%.
For CCc1ccc(OCc2ccc(C(=O)NCc3ccccn3)o2)cc1 the results were ALDH1A1 block inconclusive, GAA inh -14%, GAA glycogen 8%, GLA spleen mod 4%, GAA spleen mod -1%, RGS12 GoLoco inh 2%, SMN2 splice up 5µM* and KDM4E inh -15%.
COc1cc(C2CC(=O)Oc3c2c(=O)n(C)c2ccccc32)cc(OC)c1OC (stereo not given) was read as ALDH1A1 block -3%, GAA inh inconclusive, GAA glycogen -5%, GLA spleen mod 3%, GAA spleen mod 2%, RGS12 GoLoco inh -6% and KDM4E inh 19%.
